# Screens from PubChem BioAssay.
# ST2 IL33 inh = inhibitors of human ST2 (IL1RL1) binding to IL-33 | Q01638 | AlphaLISA ST2-Fc/biotin-IL-33 interaction, 1 h | inhibition, % for hits at 17 µM | 78,000 tested, 2.3% active; in the data active = inhibition above about 30%; inconclusive = mostly about 10% to 28%
# Target sequence (Q01638 whole entry, looked up): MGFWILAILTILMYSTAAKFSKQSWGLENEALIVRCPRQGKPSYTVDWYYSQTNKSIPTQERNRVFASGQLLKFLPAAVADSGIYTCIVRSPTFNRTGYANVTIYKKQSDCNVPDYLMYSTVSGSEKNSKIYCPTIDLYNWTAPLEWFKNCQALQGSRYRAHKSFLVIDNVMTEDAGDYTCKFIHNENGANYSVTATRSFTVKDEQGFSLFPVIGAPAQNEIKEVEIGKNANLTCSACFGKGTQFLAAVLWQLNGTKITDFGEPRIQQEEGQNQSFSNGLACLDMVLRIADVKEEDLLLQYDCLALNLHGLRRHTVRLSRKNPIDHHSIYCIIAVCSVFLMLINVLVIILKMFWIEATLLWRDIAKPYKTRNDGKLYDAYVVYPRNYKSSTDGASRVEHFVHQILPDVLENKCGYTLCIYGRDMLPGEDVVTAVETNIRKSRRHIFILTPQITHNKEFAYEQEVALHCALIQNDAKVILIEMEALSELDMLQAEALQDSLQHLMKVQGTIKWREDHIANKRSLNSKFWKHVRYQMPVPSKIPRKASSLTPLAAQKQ
# Numbers without * were called inactive; i = inactive; ? = inconclusive. Not all compounds are listed; rates above refer to the full screens.
mol | ST2 IL33 inh
Cc1cccc2oc(CNC(=O)C(c3cccc(F)c3)N(C)C)nc12 (stereo unspecified) | i
CC(C)c1ccc(NC2=CC(=O)CC(C)(C)C2)cc1 | i
CCc1cc(C(=O)O)c(NC(=O)c2cc(OC)c(OC)c(OC)c2)s1 | i
COc1ccc(C(O)=C2C(=O)C(=O)N(CCCN3CCOCC3)C2c2ccc(N(C)C)cc2)cc1 (stereo unspecified) | i
CC(C)c1nccn1CCCNC(=O)c1ccc(-c2ccc3cc[nH]c3c2)nc1 | i
CN1CCC(N2CCC[C@@H](O)[C@H](NC(=O)c3ccc(OCc4ccccc4)cc3)C2)CC1 | ?
CCN(CC)C(=O)c1ccc(Cl)c(NC(=O)COc2ccccc2O)c1 | i
COc1ccccc1C(=O)N/C(=C\c1ccc2c(c1)OCO2)C(=O)NCCCO | ?
COCCCNC(=O)CCS(=O)(=O)c1cc(Br)cc2c1N(C(C)=O)CC2 | i
COc1ccc(/C=C(\C#N)c2nc3ccccc3[nH]2)c(OC)c1 | i
O=S(=O)(Nc1ccc(Oc2ccccc2)cc1)c1ccc(Cl)cc1 | i
Cc1cc(N2C(=O)C3CC=CC(C)C3C2=O)ccc1Br (stereo unspecified) | i
Nc1nc2n(n1)C(c1ccco1)CC(c1ccccc1)N2 (stereo unspecified) | i
COc1ccc(CCC(=O)NC2CC(=O)N(c3ccc(C)cc3)C2)cc1 (stereo unspecified) | i
COc1cccc(CC(=O)NCc2nc3cccnc3n2Cc2ccc(C)cc2)c1 | ?
O=C(CCc1cn2ccccc2n1)NC1CCCN(CCc2ccccc2)C1 (stereo unspecified) | ?
CCOC(=O)CC1=C(C(=O)OCC)C(c2cccnc2)C(C#N)=C(N)O1 (stereo unspecified) | i
c1cncc(COC2CCN(Cc3ccnc4ccccc34)CC2)c1 | i
Clc1ccc(-c2nc3cnccn3c2NC2CCCC2)cc1 | i
Cc1cccc(CN2CCCC(CNS(=O)(=O)c3cccc4cccnc34)C2)n1 (stereo unspecified) | i
N#Cc1cccc(NC(=O)O[C@@H]2CO[C@H]3[C@@H]2OC[C@@H]3Nc2nccc(-c3ccc4c(c3)OCO4)n2)c1 | i
O=C1CCc2cc(S(=O)(=O)NCc3ccco3)ccc2N1 | i
Cc1ccc2sc(-c3ccc(NC(=O)C(C)C)cc3)nc2c1 | i
COC(=O)C1C(=O)NC(SCc2ccccc2)=C(C#N)C1c1ccc(Cl)cc1 (stereo unspecified) | ?
CC(=O)N1CCN=C1SCc1ccc(Br)cc1 | i
CCn1cnnc1CN(C)C(=O)c1ccc2c(c1)OCCN2C | ?
Cc1ccsc1C1C(C#N)=C(N)Oc2n[nH]c(-c3ccccc3)c21 (stereo unspecified) | ?
CCOC(=O)c1c(NC(=O)CSc2ncccn2)sc2c1CCC2 | ?
O=C(CSc1nnc(COc2ccccc2)n1-c1ccccc1)NC1CCCCC1 | i
Cc1nc(SCC(=O)N2CCc3ccccc32)c2c(=O)n(C)c(=O)n(C)c2n1 | i
CCOc1ccc(CN(C)C2CCN(C)CC2)cc1 | i
O=C(c1ccc(F)cc1)N1CCN=C1SCc1ccc(Br)cc1 | i
COc1ccc2nc(N3CCCC(C(=O)NCCCN4C(C)CCCC4C)C3)sc2c1 (stereo unspecified) | i
CN(Cc1cc2n(n1)CCCNC2)Cc1nc(-c2ccccn2)no1 | i
Cc1ccc(S(=O)(=O)C2(C(=O)N3CCN(c4cccc(C)c4C)CC3)CC2)cc1 | ?
CC1(C)C(=O)OC(c2cccc([N+](=O)[O-])c2)C(C)(C)C1=O (stereo unspecified) | ?
CC(=O)Nc1ccc(Cl)c(C(=O)N2CC=C(c3ccc(F)cc3)CC2)c1 | i
CC1=CC(C)(C)N(C(=O)CSc2nccc(C)n2)c2ccccc21 | i
CC(Sc1ccccc1)C(=O)NC(C)(C)C (stereo unspecified) | i
O=C(Cn1c(=O)n(-c2ccc(F)cc2)c(=O)c2sccc21)c1ccccc1 | i
Cc1cccc(C)c1NC(=O)C(C)N1C(=O)c2ccccc2C1=O (stereo unspecified) | i
O=C(O)c1ccccc1NC(=O)c1cc2cc(Br)cc(Br)c2oc1=O | i
Cc1nn(C)c(C)c1CCC(=O)NCc1noc(-c2c(F)cccc2F)n1 | i
Cc1cc(OCC(=O)NCc2ccc3c(c2)OCO3)cc(C)c1Br | i
Cc1cc(NC(=O)c2cc(-c3ccc(Br)cc3)on2)no1 | i
COc1cc(OC)cc(C(=O)N2CCN=C2SCc2ccc(Cl)cc2)c1 | i
COc1ccc(Br)cc1C(=O)Nc1ccc(C)cc1[N+](=O)[O-] | i
O=C1c2ccc(F)cc2C(=O)N1C1CCCCCCC1 | ?
CN(C)c1nc(N(C)C)nc(N(C)C)n1 | i
O=C1Nc2ccccc2C12Oc1ccccc1C1CC(c3ccccc3)=NN12 (stereo unspecified) | i
O=S(=O)(NCc1ccco1)c1ccccc1 | i
CCC1CCCCN1C(=O)C1c2cc(OC)c(OC)cc2C(=O)N(C)C1c1cccs1 (stereo unspecified) | i
COc1ccccc1OCCCCOc1ccccc1[N+](=O)[O-] | ?
O=S(=O)(Nc1ccc(Br)cc1F)c1cccnc1 | i
CC(C)(C)CC(=O)N[C@@H]1C=C(C(=O)NCC(N)=O)C[C@@H](O)[C@@H]1O | ?
C=CCOc1ccc(C(=O)N2CCOCC2)cc1 | 31%*
O=C1Nc2ccccc2/C1=C/c1nc2ccccc2c(=O)n1-c1ccccc1[N+](=O)[O-] | ?
NC(=O)c1ccc(C(F)(F)F)nc1N1C[C@@H]2[C@H](C1)[C@H]1CC[C@@H]2O1 | i
CC(C)c1nc(CNC(=O)c2ccc(N(C)C3CCCCC3)nc2)no1 | i
COCCn1c(CNC(=O)c2cccc(N(C)C)c2)nc2cccnc21 | i

# Next results.
mol | ST2 IL33 inh
COc1cc2c(cc1OC)C(Nc1ccc(Br)cc1)=NC(C)(C)C2 | i
CCC(C)c1ccc(NC(=O)c2ccccc2[N+](=O)[O-])cc1 (stereo unspecified) | i
O=S(=O)(c1ccc(Cc2ccc(S(=O)(=O)N3CCOCC3)cc2)cc1)N1CCOCC1 | i
CC1(C)NC(=O)N(CC(O)CN2C(=O)CCC2=O)C1=O (stereo unspecified) | i
Cc1cc(CN(C)C(=O)c2cccc(NCc3ccc(C)s3)c2)on1 | i
COC(=O)C1=C(NC(=O)c2cc(Cl)ccc2Cl)CCS1 | i
O=S(=O)(Nc1cccc(F)c1)c1cccc2cccnc12 | i
Cc1cc(C)c(S(=O)(=O)N2CCN(c3cc(-c4ccccc4C)ncn3)CC2)cc1C | i
O=c1c2cccc3c2c(nn1Cc1ccccc1Cl)-c1ccccc1-3 | i
CCNC(=O)O[C@@H]1CO[C@H]2[C@@H]1OC[C@@H]2NC(=S)NC1CCCCC1 | ?
O=c1oc2ccc(Br)cc2cc1-c1nc2ccccc2o1 | i
Cc1cc(NC(=O)Cn2c(=O)n(-c3ccc(Cl)c(Cl)c3)c(=O)c3c(C)c(C)sc32)n[nH]1 | i

# A draw from above in order of length of the SMILES, smallest number first:
mol | ST2 IL33 inh
CCC(C)c1ccc(NC(=O)c2ccccc2[N+](=O)[O-])cc1 (stereo unspecified) | i
Cc1cc(C)c(S(=O)(=O)N2CCN(c3cc(-c4ccccc4C)ncn3)CC2)cc1C | i
O=S(=O)(c1ccc(Cc2ccc(S(=O)(=O)N3CCOCC3)cc2)cc1)N1CCOCC1 | i

# (next part)
mol | ST2 IL33 inh
O=C(NCc1cccnc1N1CCOCC1)c1ccco1 | i
Cc1ccc(Nc2c3c4c(cccc4n(C)c2=O)C(=O)c2ccccc2-3)cc1 | ?
CCS(=O)(=O)c1cc([N+](=O)[O-])c(Sc2ccccc2N)s1 | ?
CO[C@H]1CN(C(=O)c2cc(C)c[nH]2)CC[C@H]1N | ?
CC(C)c1nc2cc(-c3ccn[nH]3)ccc2o1 | ?
CCc1ccc(CNc2ccc3c(c2)ncn3CC)cc1 | ?
Cc1ccc(C(O)=C2C(=O)C(=O)N(c3ccccn3)C2c2ccc(Cl)cc2)cc1 (stereo unspecified) | i
CCC(C)n1c(=N)c(C#N)cc2c(=O)n3ccccc3nc21 (stereo unspecified) | 39%*
CC(C)n1c(=N)c(C(=O)NCC2CCCO2)cc2c(=O)n3ccccc3nc21 (stereo unspecified) | ?
CCOc1ccc(S(=O)(=O)Nc2ccc3oc(=O)sc3c2)cc1 | ?
Cc1cc(N2CCN(C(=O)c3cc(CC(C)C)nn3C)CC2)nc(N)n1 | i
O=C(c1cc2ccccc2o1)N1CC(=O)N(C2CCCCC2)CC(OCc2ccncc2)C1 (stereo unspecified) | ?
O=C(CCCOc1ccc(Cl)cc1)NCCc1nc2ccccc2[nH]1 | i
COc1ccc(NS(=O)(=O)c2ccc(Cl)cc2)cc1 | i
Cc1ccc2nc(/C(C#N)=C/c3cccn3-c3ccc(S(N)(=O)=O)cc3)[nH]c2c1 | ?
O=C1NC(=O)C(Cc2ccccc2F)(C2CCNCC2)N1 (stereo unspecified) | ?
COCc1cc(C)nc2sc(C(=O)c3ccc([N+](=O)[O-])cc3)c(N)c12 | ?
CCOc1ccc(N2C(=O)CSc3c(c4ccccc4n3C)C2C(=O)NCCC(C)C)cc1 (stereo unspecified) | i
O=C(Nc1cccnc1)c1ccc2snnc2c1 | i
CC(=O)c1cccc(-c2nc(N)nc(NCc3ccccc3)n2)c1 | ?
CCOC(=O)c1c(NC(=O)CC)sc2c1CCC(C)C2 (stereo unspecified) | i
CCc1csc(CNC(=O)C(C)n2cnc3ccccc32)n1 (stereo unspecified) | ?
O=C(O)C1C(=O)NCC1c1ccccc1 (stereo unspecified) | i
COc1ccc(-n2ncc3c(Nc4ccc(Cl)cc4)ncnc32)cc1 | i
O=C1c2ccc(Br)cc2C(=O)N1c1cccc(C(F)(F)F)c1 | i
Cc1c(C)n(CC(O)CNCCO)c2ccccc12 (stereo unspecified) | ?
c1ccc(CN2CCSCC2)cc1 | i
Cc1ccc(Cn2ccc(NC(=O)c3cc(-c4ccc(Br)cc4)on3)n2)cc1 | i
CC(=O)Nc1ccc(-c2ccc(=O)n3c2[C@@H]2C[C@@H](CN(S(=O)(=O)c4ccccc4)C2)C3)cc1 | ?
N#Cc1ccccc1Cn1c(=O)n(-c2ccccc2)c(=O)c2sccc21 | i
CS(=O)(=O)N1CCc2cc(S(=O)(=O)Nc3ccc(F)c(Cl)c3)ccc21 | i
O=C(C#Cc1ccccc1)c1cccc([N+](=O)[O-])c1 | ?
COc1cc(C(=O)Nc2ccc3c(c2)OCCO3)c(Br)c(OC)c1OC | ?
CC(C1CC1)N(C(=O)c1ccc(N)cc1)c1ccccc1 (stereo unspecified) | i
CC(C)Cc1nc(-c2cc(C(C)C)[nH]n2)n(-c2ccccn2)n1 | ?
CCOC(=O)c1c(NC(=O)c2c(F)cccc2F)sc2c1CCN(C)C2 | ?
CCC(=O)N1N=C(C(F)(F)F)CC1(O)c1ccc(F)cc1 (stereo unspecified) | i
Cn1c2c(c3cc(Oc4ccccc4)ccc31)CCCC2=O | ?
CCn1c(C2CCN(C(=O)Cc3nc4ccccc4[nH]3)CC2)nn(C)c1=O | i
O=C(NC1CCCCCCC1)c1ccc2nc3cc(Cl)ccc3c(=O)n2c1 | i
CCN(CC)CCNC(=O)CN1C(=O)/C(=C/c2ccccc2F)Sc2ccccc21 | ?
CN(Cc1ccccc1)Cc1cnc(S(C)(=O)=O)n1Cc1ccccc1F | i
O=C(NCc1ccco1)[C@H](CSCc1ccccc1)N1Cc2ccccc2C1=O | i
O=C1CO[C@H]2CN(Cc3c[nH]c4ccccc34)C[C@H]2N1Cc1ccc(F)cc1 | i
CS(=O)(=O)N(CC(=O)NCCc1cnc[nH]1)c1cccc(F)c1 | i
COc1cccc(-c2noc3c2CN(C(=O)CC2=CCCCC2)CC3)c1 | i
COc1ccc(S(=O)(=O)N2CCCN(CC(=O)Nc3ccc4c(c3)OCO4)CC2)cc1 | i
CC(C)c1cc(C(=O)Nc2ccc(F)cc2F)no1 | i

# The list goes on, overlapping the part above by 5 compounds.
mol | ST2 IL33 inh
O=C1CO[C@H]2CN(Cc3c[nH]c4ccccc34)C[C@H]2N1Cc1ccc(F)cc1 | i
CS(=O)(=O)N(CC(=O)NCCc1cnc[nH]1)c1cccc(F)c1 | i
COc1cccc(-c2noc3c2CN(C(=O)CC2=CCCCC2)CC3)c1 | i
COc1ccc(S(=O)(=O)N2CCCN(CC(=O)Nc3ccc4c(c3)OCO4)CC2)cc1 | i
CC(C)c1cc(C(=O)Nc2ccc(F)cc2F)no1 | i
CN(C)CCCN1C(=O)C(=O)C(=C(O)c2ccccc2)C1c1cccc(Br)c1 (stereo unspecified) | i
COc1cc(C(=O)Nc2c(-c3ccc(F)cc3)nc3ccccn23)cc(OC)c1OC | i
O=C(c1ccc(N2CCC(CO)C2)nc1)N1CCC(CCc2ccccc2)CC1 (stereo unspecified) | ?
O=C(Nc1ccccc1CO)c1ccc(I)cc1 | i
CCOC(=O)c1cccc(NC(=O)C2CCN(c3ccc(-c4cccs4)nn3)CC2)c1 | ?
CC1(C)Cc2c(sc(NC(=O)CO/N=C\c3ccccc3Cl)c2C#N)C(C)(C)N1 | i
O=C(c1ccc2nc3ccccc3c(=O)n2c1)N1CCCCC1 | i
CCOc1ccc(C(O)=C2C(=O)C(=O)N(c3nnc(C)s3)C2c2ccccc2F)cc1 (stereo unspecified) | i
O=C(CCCn1cnc([N+](=O)[O-])n1)Nc1cc(Br)ccc1O | ?
CC(C)Cc1nc(CC(F)(F)F)n(-c2cccc3cccnc23)n1 | i
Cn1nc(-c2ccc(Cl)cc2)c2cc(C(=O)NCCCN3CCCC3)sc21 | i
COc1ccc(C(=O)NC[C@H]2O[C@@H](CO)[C@@H](O)[C@H]2N2CCN(c3cccc(C(F)(F)F)c3)CC2)cc1 | i
Cc1ccc(C(C)C)c(OCC(O)CN2CCN(c3ccccc3F)CC2)c1 (stereo unspecified) | i
